Compound activity deposited in PubChem by National Center for Advancing Translational Sciences (NCATS).
KAT2A inh: inhibitors of human GCN5L2 histone acetyltransferase; Q92830; GCN5L2 HAT assay, ThioGlo1 CoA-SH fluorescence; Potency, µM (series often up to 58.9 µM), without a hit: at the top dose activity change, negative = inhibition, most hits filed as inhibitors; hit rate 0.21% among 390,000; AID 504327
Target sequence (Q92830 whole entry, looked up): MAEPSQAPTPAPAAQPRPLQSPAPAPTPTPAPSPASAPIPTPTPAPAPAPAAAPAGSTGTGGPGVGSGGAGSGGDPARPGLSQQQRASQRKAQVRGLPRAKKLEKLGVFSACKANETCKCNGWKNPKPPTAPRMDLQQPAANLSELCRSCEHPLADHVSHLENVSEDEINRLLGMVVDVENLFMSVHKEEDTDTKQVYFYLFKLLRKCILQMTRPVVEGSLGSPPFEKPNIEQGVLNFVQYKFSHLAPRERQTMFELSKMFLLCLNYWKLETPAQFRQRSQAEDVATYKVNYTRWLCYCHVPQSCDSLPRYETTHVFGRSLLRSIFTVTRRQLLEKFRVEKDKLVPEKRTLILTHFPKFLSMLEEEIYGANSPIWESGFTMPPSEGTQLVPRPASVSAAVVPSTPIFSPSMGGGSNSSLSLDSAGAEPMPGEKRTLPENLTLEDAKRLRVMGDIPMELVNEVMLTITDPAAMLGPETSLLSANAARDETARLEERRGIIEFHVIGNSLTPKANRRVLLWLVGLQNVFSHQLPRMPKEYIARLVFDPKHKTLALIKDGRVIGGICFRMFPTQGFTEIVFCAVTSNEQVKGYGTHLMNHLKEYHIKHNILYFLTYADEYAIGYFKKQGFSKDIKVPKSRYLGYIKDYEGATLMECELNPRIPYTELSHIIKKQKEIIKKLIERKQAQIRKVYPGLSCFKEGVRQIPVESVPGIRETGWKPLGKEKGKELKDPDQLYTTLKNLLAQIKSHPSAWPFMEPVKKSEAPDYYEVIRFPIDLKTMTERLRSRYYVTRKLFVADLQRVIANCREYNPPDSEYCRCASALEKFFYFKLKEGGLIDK
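Enzyme at 20nM final was mixed with library compounds for 15 min at room temperature. Peptide H3(1-25) at 75uM, acetyl-CoA at 70uM and ThioGlo1 at 50uM were then added. Plates were read immediately and after 20 min (Ex340nm/Em540nm).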
TDP1 cell CPT: growth inhibition of DT40 Tdp1-/-;hTDP1 cells with camptothecin (screen for TDP1 inhibitors); chicken DT40 Tdp1-/-;hTDP1 cells + 20 nM CPT, ATP luminescence, 48 h; Potency, µM (top dose mostly 46.2 µM), without a hit: at the highest dose activity change, negative = growth inhibition, most hits filed as inhibitors; hit rate 12% among 420,000; AID 686979; note: nearly all actives have a fitted effect of over 55% in size
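Chicken DT40 Tdp1-/- cells complemented with human TDP1, 400 cells/well, exposed to compounds plus 20 nM camptothecin for at least 48 h at 37 C; viability read as ATP content by CellTiter-Glo luminescence.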
TDP1 cell noCPT: qHTS for Inhibitors of human tyrosyl-DNA phosphodiesterase 1 (TDP1): qHTS in cells in absence of CPT; Potency, µM (highest dose often 46.2 µM), for the others: top-dose activity change, negative = growth inhibition, usual class: inhibitors; DT40 Tdp1-/- hTDP1 cells, no CPT, ATP luminescence, 48 h; hit rate 15% among 420,000; note: nearly all actives have a fitted effect of over 55% in size
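A cellular qHTS used chicken DT40 cells lacking endogenous Tdp1 but carrying stably transfected human TDP1. Compounds were applied without camptothecin, and cell growth kinetics were judged by ATP-dependent luminescence after ≥48 hr.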
Numbers without * were called inactive. Calls come from the whole dose curve; as a rule, active = well fitted curve in the direction sought with a large enough effect; inconclusive = small, poorly fitted or top-dose-only effect, or another doubt; inactive = no such curve, though single readings can be large; an effect the other way counts as inactive or inconclusive. % is set by controls: 0 for no effect and ±100 for the full control effect; potency is the fitted concentration of half-maximal effect. Random draw from the library, and some 18% of all compounds hit somewhere here.

COc1ccccc1Oc1ccc2c(c1)C(=O)N(c1ccc(O)cc1)C2=O was read as KAT2A inh -6%, TDP1 cell CPT -20% and TDP1 cell noCPT inconclusive.
For O=C(Nc1ccccc1)Nc1ccccc1Br the results were KAT2A inh -2%, TDP1 cell CPT 15µM* and TDP1 cell noCPT inconclusive.
CC(C)c1nc(C#N)c(NCCCn2ccnc2)o1 was read as KAT2A inh -4%, TDP1 cell CPT -6% and TDP1 cell noCPT -12%.
For Oc1ccc(C[C@@H]2CNCCN2CCc2cc(C(F)(F)F)cc(C(F)(F)F)c2)cc1 the results were KAT2A inh -2%, TDP1 cell CPT 23µM* and TDP1 cell noCPT inconclusive.
CCC(C)Oc1cccc(OCCCCN2C(=O)NC(C)(C)C2=O)c1 (configuration not stated) was read as KAT2A inh 2%, TDP1 cell CPT inconclusive and TDP1 cell noCPT -23%.
`CC(=O)Nc1ccc(S(=O)(=O)NC(C)C(=O)OCCOc2ccc(F)cc2)cc1` (configuration not stated) gave KAT2A inh -7%, TDP1 cell CPT -21% and TDP1 cell noCPT -12%.
O=C(COc1coc(CN2CCN(c3ccccc3)CC2)cc1=O)Nc1ccccc1F was read as KAT2A inh 4%, TDP1 cell CPT inconclusive and TDP1 cell noCPT inconclusive.
Screening CN1C(=O)/C(=C\C(=O)c2cccs2)c2ccccc21 returned KAT2A inh 2%, TDP1 cell CPT 13µM* and TDP1 cell noCPT 9.2µM*.
`Cc1ccc(C)c(N2CCN(C(=O)CCC(=O)N3CCOc4ccc(Cl)cc43)CC2)c1` gave KAT2A inh -11%, TDP1 cell CPT 15µM* and TDP1 cell noCPT 26µM*.
For O=C(c1ccc([N+](=O)[O-])o1)N1CCCCCC1 the results were KAT2A inh -2%, TDP1 cell CPT inconclusive and TDP1 cell noCPT -13%.
Screening CC(C)c1ccc(NS(=O)(=O)c2ccc3nc(-c4ccccc4)[nH]c3c2)cc1 returned KAT2A inh -1%, TDP1 cell CPT 15µM* and TDP1 cell noCPT inconclusive.
Cc1onc(-c2ccccc2)c1C(=O)NCC(O)c1ccccc1 (configuration not stated) was read as KAT2A inh 2%, TDP1 cell CPT 2% and TDP1 cell noCPT -13%.
`COc1ccccc1CNC(=O)C(=O)NCC(c1cccnc1)N1CCN(c2ccccc2)CC1` (configuration not stated) gave KAT2A inh -9%, TDP1 cell CPT inconclusive and TDP1 cell noCPT inconclusive.
For CC(=O)Nc1ccc(S(=O)(=O)N2CCC(N3CCCC3)CC2)cc1 the results were KAT2A inh -15%, TDP1 cell CPT -17% and TDP1 cell noCPT -16%.
For CCC(C)N(C(=O)COC(=O)CNC(=O)c1sc2ccccc2c1Cl)C1CCS(=O)(=O)C1 (configuration not stated) the results were KAT2A inh 1%, TDP1 cell CPT 4% and TDP1 cell noCPT 14%.
`CC(C)CCN(C)c1ccc(/C=N/n2cnnc2)cc1` gave KAT2A inh -7%, TDP1 cell CPT inconclusive and TDP1 cell noCPT -25%.
`CCC(CC)C(=O)c1c[nH]c(C(=O)NC2CCCCCC2)c1` gave KAT2A inh -2%, TDP1 cell CPT -8% and TDP1 cell noCPT 2%.
COc1cc2c(cc1OC)C(c1cccc([N+](=O)[O-])c1)N(C(=O)c1ccc(F)cc1)CC2 (configuration not stated) was read as KAT2A inh -5%, TDP1 cell CPT 18µM* and TDP1 cell noCPT 13µM*.
Cc1ccc(S(=O)(=O)c2c(C)c(C)c(C)[nH]c2=O)cc1 was read as KAT2A inh 1%, TDP1 cell CPT -26% and TDP1 cell noCPT 13%.
Screening CCCn1c(SCC(=O)c2c(N)n(C3CC3)c(=O)[nH]c2=O)nc2cc(S(N)(=O)=O)ccc21 returned KAT2A inh -8%, TDP1 cell CPT -7% and TDP1 cell noCPT 3%.
Screening CC(=O)Nc1ccc(S(=O)(=O)NCCSCc2c(Cl)cccc2Cl)cc1 returned KAT2A inh -4%, TDP1 cell CPT inconclusive and TDP1 cell noCPT inconclusive.
CC1CCCN(C(=O)CN2C(=O)C(C)Oc3ccccc32)C1 (configuration not stated) was read as KAT2A inh -4%, TDP1 cell CPT 13% and TDP1 cell noCPT 4%.
`COc1ccc(NC(=S)N2CCC(c3nc4ccccc4[nH]3)CC2)c(OC)c1` gave KAT2A inh 4%, TDP1 cell CPT -1% and TDP1 cell noCPT -7%.
For CC(=O)NCCNC(=O)CCCc1nnc2n(CCC(C)C)c(=O)c3sccc3n12 the results were KAT2A inh -7%, TDP1 cell CPT -5% and TDP1 cell noCPT -2%.
Cc1cccc(NC(=O)C(=O)NCC(c2cccnc2)N2CCN(Cc3ccccc3)CC2)c1 (configuration not stated) was read as KAT2A inh 2%, TDP1 cell CPT 23µM* and TDP1 cell noCPT 16µM*.
Screening COCCNC(=O)CCCn1c(=O)c2cc(OC)c(OC)cc2n(CC(=O)Nc2ccc(C)c(F)c2)c1=O returned KAT2A inh -1%, TDP1 cell CPT 11% and TDP1 cell noCPT -1%.
For COc1cc(NC(=O)c2cc(CC(C)C)on2)c(OC)cc1Cl the results were KAT2A inh -7%, TDP1 cell CPT inconclusive and TDP1 cell noCPT inconclusive.
COc1cc(/C=N/NC(=O)c2cc(C)n(-c3ccc(F)cc3)c2C)cc(OC)c1O was read as KAT2A inh -13%, TDP1 cell CPT inconclusive and TDP1 cell noCPT inconclusive.
Screening CCOC(=O)C(=CNNc1ccccc1)C(=O)OCC returned KAT2A inh -2%, TDP1 cell CPT 4.6µM* and TDP1 cell noCPT 16µM*.
Screening CC/C(=N\NC(=O)c1cc(C2CC2)[nH]n1)c1ccccc1 returned KAT2A inh 0%, TDP1 cell CPT 10% and TDP1 cell noCPT -12%.
`CS(=O)c1ccccc1-c1nc(-c2cccc(Cl)c2)no1` (configuration not stated) gave KAT2A inh -5%, TDP1 cell CPT inconclusive and TDP1 cell noCPT 16µM*.
For Cc1c(C(=O)NCc2ccccc2C(F)(F)F)sc(=O)n1Cc1ccc2ccccc2c1 the results were TDP1 cell CPT inconclusive and TDP1 cell noCPT inconclusive.
For CCC(NC(=O)Nc1ccc(OC)c(OC)c1)c1c(-n2cccc2)sc2c1CCN(C)C2 (configuration not stated) the results were KAT2A inh -4%, TDP1 cell CPT inconclusive and TDP1 cell noCPT inconclusive.
Screening COc1cccc(N2CCN(Cc3nnnn3C3CCCCC3)CC2)c1 returned KAT2A inh -4%, TDP1 cell CPT -24% and TDP1 cell noCPT -33%.
COc1ccc(CC(=O)NCC(c2ccc(N(C)C)cc2)N2CCOCC2)cc1OC (configuration not stated) was read as KAT2A inh -13%, TDP1 cell CPT inconclusive and TDP1 cell noCPT inconclusive.
`CCOC(=O)CSC1=C(C#N)C(c2ccc(C)cc2)C2=C(CCCC2=O)N1` (configuration not stated) gave KAT2A inh -14%, TDP1 cell CPT -4% and TDP1 cell noCPT -26%.
Screening COc1cccc(C(=O)NCC(=O)N/N=C/c2ccc(OC(=O)c3cccs3)c(OC)c2)c1 returned KAT2A inh -8%, TDP1 cell CPT -23% and TDP1 cell noCPT -10%.
`CCOc1ccccc1C(=O)NC(C)CCc1ccccc1` (configuration not stated) gave TDP1 cell CPT inconclusive and TDP1 cell noCPT 16µM*.
Screening Cc1ccc(NC(=O)Cn2c(=O)cc(-c3ccccc3)c3c(C)nn(C)c32)c(Cl)c1 returned KAT2A inh -5%, TDP1 cell CPT -27% and TDP1 cell noCPT -15%.
N#C/C(=C\c1ccc[nH]1)Sc1nc2ccccc2s1 was read as KAT2A inh -17%, TDP1 cell CPT -28% and TDP1 cell noCPT -9%.
COc1cc(C(=O)NC(=S)Nc2ccc3[nH]c(=O)[nH]c3c2)cc(OC)c1OC was read as KAT2A inh -6%, TDP1 cell CPT -2% and TDP1 cell noCPT -8%.
For c1coc(-c2nn3c(-c4ccco4)nnc3s2)c1 the results were KAT2A inh -7%, TDP1 cell CPT 0% and TDP1 cell noCPT -25%.
Screening NC(=O)NC(=O)COC(=O)[C@H](Cc1ccccc1)NC(=O)c1cccs1 returned KAT2A inh -14%, TDP1 cell CPT 11% and TDP1 cell noCPT -11%.
For Cc1ccc(C)c(-c2nc3ccc(N)cc3[nH]2)c1 the results were KAT2A inh inconclusive, TDP1 cell CPT 23µM* and TDP1 cell noCPT 15µM*.
CC(/C=C(\NC(=O)c1ccccc1)C(=O)N=Nc1c(O)[nH]c2ccc(C)cc12)=C\c1ccccc1 was read as KAT2A inh -3%, TDP1 cell CPT 8.2µM* and TDP1 cell noCPT 8.2µM*.
For COc1ccccc1CCNc1ncnc2nc[nH]c12 the results were TDP1 cell CPT inconclusive and TDP1 cell noCPT inconclusive.
Screening O=C(NCCC(=O)N1CCN(c2ncccn2)CC1)c1ccccc1 returned KAT2A inh -2%, TDP1 cell CPT 2% and TDP1 cell noCPT -13%.
Screening O=C(NCCc1nc(-c2ccc(F)cc2)no1)c1ccc(F)cc1 returned KAT2A inh -14%, TDP1 cell CPT inconclusive and TDP1 cell noCPT inconclusive.
Cc1ccc(-c2n[nH]c3c2C(c2ccccc2)N(c2ccc(C(=O)O)cc2)C3=O)cc1 (configuration not stated) was read as KAT2A inh 5%, TDP1 cell CPT 10% and TDP1 cell noCPT 19%.
O=C(CNC(=O)c1ccc(Br)cc1)N/N=C/c1cccnc1 was read as KAT2A inh -19%, TDP1 cell CPT 15% and TDP1 cell noCPT inconclusive.
C=C1CCN([C@@H](Cc2ccccc2)C(=O)NC2CCN(Cc3ccccc3)CC2)S(=O)(=O)c2ccccc21 was read as TDP1 cell CPT inconclusive and TDP1 cell noCPT inconclusive.
Screening Cc1cc(C(=O)COC(=O)Cn2c(C(F)(F)F)nc3ccccc32)c(C)n1Cc1ccco1 returned KAT2A inh -6%, TDP1 cell CPT -26% and TDP1 cell noCPT inconclusive.
Cc1ccc(OCC(O)CNC2CCCC2)cc1C (configuration not stated) was read as KAT2A inh 1%, TDP1 cell CPT inconclusive and TDP1 cell noCPT inconclusive.
For COc1ccc(Nc2nc3[nH]c(=O)cc(O)c3s2)cc1 the results were KAT2A inh -16%, TDP1 cell CPT 12µM* and TDP1 cell noCPT 18µM*.
CCOC(=O)c1[nH]c2ccc(F)cc2c1NC(=O)c1cc(OC)c(OC)c(OC)c1 was read as KAT2A inh -29%, TDP1 cell CPT inconclusive and TDP1 cell noCPT 23µM*.
`CNC(=O)OCN1C(=O)C2CC=CCC2C1=O` (configuration not stated) gave TDP1 cell CPT inconclusive and TDP1 cell noCPT -5%.
For CC(C)CN(CC(C)C)S(=O)(=O)N1CCC(C(=O)N2CCc3ccccc3C2)CC1 the results were KAT2A inh -3%, TDP1 cell CPT inconclusive and TDP1 cell noCPT inconclusive.
For Cc1cc2cc(CNC(=O)C(C)Oc3ccccc3)ccc2n1C (configuration not stated) the results were KAT2A inh 7%, TDP1 cell CPT inconclusive and TDP1 cell noCPT inconclusive.
CCNC(=O)NC(=O)C(C)Sc1ncc(C(F)(F)F)cc1Cl (configuration not stated) was read as KAT2A inh 0%, TDP1 cell CPT 5% and TDP1 cell noCPT inconclusive.
`Cc1ccc(NC(=O)CCNS(=O)(=O)c2ccc3[nH]c(=O)oc3c2)cc1C` gave KAT2A inh -9%, TDP1 cell CPT -3% and TDP1 cell noCPT -21%.

Ordered by length of the SMILES (descending): part of the list above
Cc1ccc(-c2n[nH]c3c2C(c2ccccc2)N(c2ccc(C(=O)O)cc2)C3=O)cc1 (configuration not stated) was read as KAT2A inh 5%, TDP1 cell CPT 10% and TDP1 cell noCPT 19%.
For CC(C)CN(CC(C)C)S(=O)(=O)N1CCC(C(=O)N2CCc3ccccc3C2)CC1 the results were KAT2A inh -3%, TDP1 cell CPT inconclusive and TDP1 cell noCPT inconclusive.
Screening O=C(NCCc1nc(-c2ccc(F)cc2)no1)c1ccc(F)cc1 returned KAT2A inh -14%, TDP1 cell CPT inconclusive and TDP1 cell noCPT inconclusive.
CCNC(=O)NC(=O)C(C)Sc1ncc(C(F)(F)F)cc1Cl (configuration not stated) was read as KAT2A inh 0%, TDP1 cell CPT 5% and TDP1 cell noCPT inconclusive.
O=C(CNC(=O)c1ccc(Br)cc1)N/N=C/c1cccnc1 was read as KAT2A inh -19%, TDP1 cell CPT 15% and TDP1 cell noCPT inconclusive.
For Cc1cc2cc(CNC(=O)C(C)Oc3ccccc3)ccc2n1C (configuration not stated) the results were KAT2A inh 7%, TDP1 cell CPT inconclusive and TDP1 cell noCPT inconclusive.
`CNC(=O)OCN1C(=O)C2CC=CCC2C1=O` (configuration not stated) gave TDP1 cell CPT inconclusive and TDP1 cell noCPT -5%.
Cc1ccc(OCC(O)CNC2CCCC2)cc1C (configuration not stated) was read as KAT2A inh 1%, TDP1 cell CPT inconclusive and TDP1 cell noCPT inconclusive.
